S-ASM inh: inhibitors of human secretory acid sphingomyelinase; AID 504937; P17405; placental ASM, HMU-PC fluorogenic substrate, 60 min; 0.006% of 340,000 active; Potency, µM (titrated, usually from 57.5 µM), for the others: at the highest dose activity change, negative = inhibition, hits mostly inhibitors; also: potency is read from the fitted curve at half-maximal effect
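Human placenta-derived ASM enzyme was preincubated with compound for 10 minutes at room temperature, then given fluorogenic substrate HMU-PC0 (9 uM final) for 60 minutes at 37 °C; a pH 10 stop preceded fluorescence reading at Ex 386/Em 447 nm.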
PKM2 activator: PKM2 (human) enzyme activation. P14618. 0.34% of 260,000 active. AID 1631. Potency, µM (doses to about 57.5 µM), for inactives: top-dose activation, actives largely listed as activators. purified PKM2, Kinase-Glo ATP luminescence, activation; response scale: 0% is enzyme alone, no compound; also: potency is read from the fitted curve at half-maximal effect; % is scaled to controls: 0 for no effect and ±100 for the full control effect; nearly all actives have a fitted effect of over 55% in size
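Purified hPK-M2 (>95% pure) converted ADP (0.1 mM final) to ATP with 0.5 mM PEP in 50 mM imidazole pH7.2, KCl, MgCl2, Tween 20, BSA; 1 h at room temperature. ATP detected by Kinase-Glo luminescence.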
Eya2 inh: blocks the phosphatase activity of human Eya2; O00167; 0.006% of 330,000 active; AID 488837; Potency, µM (titrated, usually from 76.9 µM), for the others: at the top dose activity, negative = inhibition, hits mostly inhibitors; recombinant Eya2, OMFP fluorescence dephosphorylation (OMFP is methylfluorescein phosphate); also: potency is read from the fitted curve at half-maximal effect; % is scaled to controls: 0 for no effect and ±100 for the full control effect
Target sequence (O00167 whole entry, looked up): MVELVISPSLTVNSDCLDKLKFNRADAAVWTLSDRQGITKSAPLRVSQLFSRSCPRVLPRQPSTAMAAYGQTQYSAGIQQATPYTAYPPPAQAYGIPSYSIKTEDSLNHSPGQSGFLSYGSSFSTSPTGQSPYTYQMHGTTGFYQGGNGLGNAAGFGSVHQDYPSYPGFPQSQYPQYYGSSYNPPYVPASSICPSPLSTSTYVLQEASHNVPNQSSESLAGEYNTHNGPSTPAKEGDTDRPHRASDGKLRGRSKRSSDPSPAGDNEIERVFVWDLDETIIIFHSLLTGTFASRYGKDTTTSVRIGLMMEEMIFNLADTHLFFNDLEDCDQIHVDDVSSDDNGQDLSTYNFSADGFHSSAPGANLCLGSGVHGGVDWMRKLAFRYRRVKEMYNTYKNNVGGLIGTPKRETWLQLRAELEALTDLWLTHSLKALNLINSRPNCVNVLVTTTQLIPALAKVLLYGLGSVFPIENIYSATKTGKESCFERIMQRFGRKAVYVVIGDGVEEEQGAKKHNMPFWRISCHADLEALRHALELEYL
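Eya2 protein (added as 0.2 uM solution) was preincubated with compound for 10 min at ambient temperature in 50 mM HEPES pH 7.5, 50 mM NaCl, 5 uM MgCl2, 0.05% BSA, 1 mM DTT. OMFP (added at 50 uM) then reacted 10 min; fluorescence read at 485/525 nm.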
MBNL1 CUG block: MBNL1-poly(CUG) RNA binding inhibition; Q9NR56; TR-FRET MBNL1-His/biotin-(CUG)12 binding, 665/545 ratio; Potency, µM (titrated, usually from 57.5 µM), for the others: at the highest dose activity change, negative = inhibition, most hits filed as inhibitors; 0.036% of 280,000 active; AID 2675; active = well fitted inhibition curve with a large enough effect in the signal ratio, with a control signal flat, not every such curve was filed as active; inconclusive = small, poorly fitted or top-dose-only effect, or effect the other way, or a change in a side signal; inactive = no such curve, though single readings can be large or run the other way; the % refers to the signal ratio; also: potency is read from the fitted curve at half-maximal effect; % is scaled to controls: 0 for no effect and ±100 for the full control effect
Target sequence (Q9NR56 whole entry, looked up): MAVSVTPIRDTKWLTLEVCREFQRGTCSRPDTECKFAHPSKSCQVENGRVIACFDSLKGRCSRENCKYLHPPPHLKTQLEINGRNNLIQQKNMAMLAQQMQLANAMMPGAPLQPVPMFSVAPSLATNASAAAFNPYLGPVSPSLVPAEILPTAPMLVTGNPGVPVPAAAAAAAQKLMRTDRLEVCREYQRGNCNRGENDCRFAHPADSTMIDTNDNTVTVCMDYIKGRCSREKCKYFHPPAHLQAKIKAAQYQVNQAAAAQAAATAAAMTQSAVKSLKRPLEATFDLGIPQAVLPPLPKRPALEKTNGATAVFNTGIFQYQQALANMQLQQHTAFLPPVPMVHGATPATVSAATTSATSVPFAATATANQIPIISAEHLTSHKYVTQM
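Compounds (final 92 nM to 58 uM) are added to His-tagged MBNL1 and biotin-(CUG)12, then terbium anti-His antibody and streptavidin-XL665 (5 nM final). After 60 min at room temperature, the 665/545 nm ratio is read.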
USP2a inh: inhibitors of human ubiquitin-specific protease USP2a | O75604 | USP2 core, Ub-CHOP2 coupled fluorogenic reporter, 485/531 | Potency, µM (highest dose often 38.3 µM), inactives show at the top dose activity change, negative = inhibition, actives largely listed as inhibitors | 0.01% of 330,000 active | AID 463254;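 also: potency is read from the fitted curve at half-maximal effect; plate controls were DMSO wells for no effect and full inhibition by NEM control for full effect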
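USP2 core (10nM final) preincubated 30min RT with compound in 20mM Tris-HCl pH 8.0, 2mM CaCl2, 2mM beta-mercaptoethanol, 0.05% CHAPS; 25nM Ub-CHOP2 plus 25nM reporter substrate added, fluorescence (Ex485/Em531) read after 60min.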
Menin MLL FP TR: menin-MLL binding inhibition, Texas Red mutant peptide. O00255. Potency, µM (series often up to 61.6 µM), inactives show at the highest dose FP activity change, negative = inhibition, most hits filed as inhibitors. Menin + Texas Red MLL mutant peptide, fluorescence polarization. AID 1768. 0.23% of 270,000 active; active = well fitted inhibition curve with a large enough effect in the polarisation, with a control signal flat, not every such curve was filed as active; inconclusive = small, poorly fitted or top-dose-only effect, or effect the other way, or a change in a side signal; inactive = no such curve, though single readings can be large or run the other way; the % refers to the polarisation; also: potency is read from the fitted curve at half-maximal effect; % of control where 0% means no effect; many of its hits are not listed in these tables
TSHR antag: human thyrotropin receptor antagonism; P16473; TSHR-expressing cells, TSH-stimulated cAMP HTRF, 2 h; stronger effect = lower value; activity change, negative = inhibition, % at 11.5 µM; 0.2% of 330,000 active;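 active = activity change below a set negative limit, meaning inhibition stronger than a set level, cut at about -70% in these data; inconclusive = activity change between two set negative limits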; also: % is scaled to controls: 0 for no effect and ±100 for the full control effect
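Cell-based HTRF cAMP assay; TSHR cells + compound, TSH EC80 (4nM final), 2 h, 37 deg C. Lysis with anti-cAMP cryptate and cAMP-d2, 30 min RT, read 665/620 nm.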
Mito fusion yeast: inhibitors of mitochondrial division or activators of mitochondrial fusion | 0.23% of 320,000 active | S. cerevisiae fusion-defective mutant growth rescue, CellTiterGlo 48 h | Potency, µM (series often up to 46.1 µM), for the others: at the top dose growth rescue (activation), actives largely listed as activators | AID 485298;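 also: potency is read from the fitted curve at half-maximal effect; % of control where 0% means no effect; nearly all actives have a fitted effect of over 45% in size; temperature-sensitive fusion mutants such as fzo1-1 at 37 °C on non-fermentable ethanol glycerol medium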
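Compounds are tested for their ability to restore growth of mitochondrial fusion-defective yeast strains at non-permissive 37C in YPEG medium over 48 hours. Viability is quantified by luciferase luminescence.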
hERG WT inh: inhibitors of human wildtype KCNH2 potassium channel. Q12809. U2OS, BacMam KCNH2, thallium flux FluxOr; stronger effect = lower value. activity change, % at 1.84 µM. 0.37% of 340,000 active;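 active = maximum activity change below -70%; inconclusive = maximum activity change between -70% and -50%; inactive = maximum activity change above -50%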; also: % is scaled to controls: 0 for no effect and ±100 for the full control effect
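U2OS cells were transduced with wild-type KCNH2 virus (2.03 x 10^8 / mL) for 4 h at room temperature, then cultured overnight at 37 C. Thallium flux was read with FluxOr dye. Rate constants were normalized to DMSO controls.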
GALK inhibitor: blocks human galactokinase activity; AID 1868; Purified GALK, Kinase-Glo residual ATP luminescence; P51570; 0.007% of 270,000 active; Potency, µM (top dose mostly 57.5 µM), without a hit: at the highest dose activity change, negative = inhibition, hits mostly inhibitors; also: potency is read from the fitted curve at half-maximal effect; % is scaled to controls: 0 for no effect and ±100 for the full control effect
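Quantitative HTS: GALK 5 nM, ATP 35 uM, galactose 100 uM, 1 h room temperature, then luciferase-based ATP detection.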
Chronic BCR inh: chronic active BCR signaling inhibition. ABC-DLBCL IkBa-CBG/CBR reporter, luminescence ratio, 4 h. Potency, µM (highest dose often 46.1 µM), without a hit: at the top dose ratio change, negative = lower green/red ratio, actives largely listed as inhibitors. 0.05% of 340,000 active. AID 493014; active = well fitted inhibition curve with a large enough effect in the signal ratio, with a control signal flat, not every such curve was filed as active; inconclusive = small, poorly fitted or top-dose-only effect, or effect the other way, or a change in a side signal; the % refers to the signal ratio;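 also: potency is read from the fitted curve at half-maximal effect; plate controls were basal doxycycline-induced cells for no effect and cells given 10 µM MG132 for full effect; MG132 reads +100%, hits lower the ratio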
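Cell line TMD8 (human ABC DLBCL), stably expressing tet-inducible CBG68-IkBa fusion and CBR; IMDM/0.5% FBS; cpd up to 46 uM; dox induction, 4 h, 37C/5% CO2; dual luminescence; green/red ratio; MG132 control.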
The depositor's hits bear a star; [ ] = another dose, or the depositor's remark. Unless noted, calls follow the shape of the dose curve; as a rule, active = well fitted curve in the direction sought with a large enough effect; inconclusive = small, poorly fitted or top-dose-only effect, or another doubt; inactive = no such curve, though single readings can be large; an effect the other way counts as inactive or inconclusive. Only part of the results is shown. The share of hits here may be higher or lower than overall.

What do the screens show for `CCNc1nc(SCc2ccccc2)nc(N2CCOCC2)n1`?
S-ASM inh: -7%; PKM2 activator: 4%; Eya2 inh: 8%; MBNL1 CUG block: -3%; USP2a inh: 5%; Menin MLL FP TR: -9%; TSHR antag: -12; Mito fusion yeast: 27%; hERG WT inh: -5; GALK inhibitor: -3%; Chronic BCR inh: -6%

Results for C/C=C/C(=O)OCC(=O)Nc1ccc(SC(F)F)cc1 ?
S-ASM inh: 7%; PKM2 activator: 3%; Eya2 inh: -5%; USP2a inh: 1%; Menin MLL FP TR: 2%; TSHR antag: 2; Mito fusion yeast: 1%; hERG WT inh: 8; GALK inhibitor: 11%; Chronic BCR inh: -21%

Results for COc1ccc(Cl)cc1C(=O)NNC(=O)c1nn(C)c(=O)c2ccccc12 ?
S-ASM inh: -1%; Eya2 inh: -14%; USP2a inh: -1%; TSHR antag: -3; hERG WT inh: -12; Chronic BCR inh: 3%

How did COc1ccc(-n2nc(C(=O)NCC(=O)N3CCN(C)CC3)c3ccccc3c2=O)cc1 do in these assays?
S-ASM inh: 2%; PKM2 activator: -6%; Eya2 inh: 15%; MBNL1 CUG block: inconclusive; USP2a inh: 4%; Menin MLL FP TR: -5%; TSHR antag: -13; Mito fusion yeast: 2%; hERG WT inh: -3; GALK inhibitor: 1%; Chronic BCR inh: -5%

What do the screens show for `CCn1cc(C(=O)NCCc2ccccc2)c(=O)c2cc(S(=O)(=O)N(C)C)ccc21`?
S-ASM inh: -14%; Eya2 inh: inconclusive; MBNL1 CUG block: 0%; USP2a inh: -1%; Menin MLL FP TR: inconclusive; TSHR antag: -7; Mito fusion yeast: 14%; hERG WT inh: 7; Chronic BCR inh: inconclusive

What do the screens show for `O=C(COC(=O)CN1C(=O)NC2(CCCC2)C1=O)Nc1ccccc1C(F)(F)F`?
S-ASM inh: 1%; Eya2 inh: -13%; USP2a inh: -6%; TSHR antag: 2; Mito fusion yeast: -5%; hERG WT inh: -9; Chronic BCR inh: 0%

How did CCn1nc(NC(=O)c2ccco2)c2cc3ccc(C)cc3nc21 do in these assays?
S-ASM inh: 324%[activator]; PKM2 activator: 0%; Eya2 inh: 8%; MBNL1 CUG block: inconclusive; USP2a inh: 0%; Menin MLL FP TR: -9%; TSHR antag: -5; Mito fusion yeast: 4%; hERG WT inh: -4; GALK inhibitor: 1%; Chronic BCR inh: -1%

Results for C/C=N/NC(=O)CCNC(=O)c1ccccc1 ?
S-ASM inh: 8%; PKM2 activator: -20%; Eya2 inh: 4%; MBNL1 CUG block: -15%; USP2a inh: 7%; Menin MLL FP TR: -21%; TSHR antag: 21; Mito fusion yeast: 2%; hERG WT inh: 1; GALK inhibitor: 2%; Chronic BCR inh: 0%

How did COc1ccc(/C=N\NC(=O)c2ccccc2F)cc1COc1ccc(F)cc1 do in these assays?
S-ASM inh: -3%; PKM2 activator: -5%; Eya2 inh: 1%; MBNL1 CUG block: 2%; USP2a inh: 1%; Menin MLL FP TR: inconclusive; TSHR antag: 10; Mito fusion yeast: -2%; hERG WT inh: -18; GALK inhibitor: 5%; Chronic BCR inh: -4%

How did Cc1ccc(-c2nnc(N3CCN(c4ccccn4)CC3)c3ccccc23)cc1 do in these assays?
S-ASM inh: -4%; PKM2 activator: -1%; Eya2 inh: -6%; MBNL1 CUG block: 3%; USP2a inh: -2%; Menin MLL FP TR: -20%; TSHR antag: -2; Mito fusion yeast: inconclusive; hERG WT inh: 7; GALK inhibitor: 0%; Chronic BCR inh: inconclusive

Results for CCc1ccc(C2C(C(C)=O)=C(C(=O)OC)Nc3nnnn32)cc1 (stereo unspecified) ?
S-ASM inh: 13%; PKM2 activator: -4%; Eya2 inh: -23%; MBNL1 CUG block: 36%[activator]; USP2a inh: -1%; Menin MLL FP TR: 3%; TSHR antag: 6; Mito fusion yeast: -3%; hERG WT inh: 0; GALK inhibitor: -4%; Chronic BCR inh: 6%

How did S=C(NCCCN1CCOCC1)Nc1ccc(-c2nc3ccccc3[nH]2)cc1 do in these assays?
S-ASM inh: -1%; PKM2 activator: -8%; Eya2 inh: -5%; MBNL1 CUG block: -9%; USP2a inh: 0%; Menin MLL FP TR: 11%; TSHR antag: 3; Mito fusion yeast: -5%; hERG WT inh: -1; GALK inhibitor: 0%; Chronic BCR inh: inconclusive

How did Cc1ccc(OCCn2c(CCNC(=O)C(C)C)nc3ccccc32)cc1 do in these assays?
S-ASM inh: -3%; PKM2 activator: 1%; Eya2 inh: 8%; MBNL1 CUG block: -2%; USP2a inh: 1%; Menin MLL FP TR: -13%; TSHR antag: -11; Mito fusion yeast: -4%; hERG WT inh: -12; Chronic BCR inh: -15%

Results for O=[N+]([O-])c1cc(NS(=O)(=O)c2ccc(Cl)nc2)ccc1Cl ?
S-ASM inh: 0%; Eya2 inh: 24%; USP2a inh: 1%; TSHR antag: -36; Mito fusion yeast: -3%; hERG WT inh: -20; Chronic BCR inh: inconclusive

Results for CCOc1ccc(-c2cc(C(=O)N3CCN(c4ccccn4)CC3)c3ccccc3n2)cc1 ?
S-ASM inh: -3%; PKM2 activator: -6%; Eya2 inh: 21%; MBNL1 CUG block: 5%; USP2a inh: 1%; Menin MLL FP TR: -8%; TSHR antag: 10; Mito fusion yeast: 19%; hERG WT inh: 11; GALK inhibitor: 0%; Chronic BCR inh: 20%

What do the screens show for `CN1CC(c2ccccc2)C2(SC(=S)N(Cc3ccco3)C2=O)C12C(=O)Nc1ccccc12` (stereo unspecified)?
S-ASM inh: -3%; PKM2 activator: -9%; Eya2 inh: 11%; MBNL1 CUG block: 4%; USP2a inh: -10%; Menin MLL FP TR: -16%; TSHR antag: -4; Mito fusion yeast: 13%; hERG WT inh: -10; GALK inhibitor: 0%; Chronic BCR inh: 5%

How did CN(Cc1nc2ccccc2n1C)C(=O)c1ccco1 do in these assays?
S-ASM inh: 2%; PKM2 activator: 0%; Eya2 inh: -6%; MBNL1 CUG block: -1%; USP2a inh: 0%; TSHR antag: 57; Mito fusion yeast: -3%; hERG WT inh: -1; GALK inhibitor: 1%; Chronic BCR inh: -3%

How did CCSc1nc2c(c(=O)[nH]c(=O)n2C)n1CC(O)COc1ccccc1 (stereo unspecified) do in these assays?
S-ASM inh: -1%; PKM2 activator: -1%; Eya2 inh: 4%; MBNL1 CUG block: -5%; USP2a inh: 2%; Menin MLL FP TR: -6%; TSHR antag: -8; Mito fusion yeast: -1%; hERG WT inh: -5; GALK inhibitor: -1%; Chronic BCR inh: -8%

What do the screens show for `CSCCC(NC(=O)COc1ccccc1)C(=O)N(C)CC(=O)Nc1ccc(Cl)cc1` (stereo unspecified)?
S-ASM inh: -1%; Eya2 inh: 7%; USP2a inh: 4%; TSHR antag: 3; Mito fusion yeast: -3%; hERG WT inh: -10; Chronic BCR inh: inconclusive

What do the screens show for `O=C(c1ccco1)N1CCc2[nH]nc(-c3ccc(Cl)cc3)c2C1`?
S-ASM inh: -2%; Eya2 inh: -2%; MBNL1 CUG block: -2%; USP2a inh: 4%; TSHR antag: -9; Mito fusion yeast: 3%; hERG WT inh: -2; GALK inhibitor: -1%; Chronic BCR inh: 1%

What do the screens show for `NS(=O)(=O)c1ccc(NC(=S)N2CCN(c3cccc(Cl)c3)CC2)cc1`?
S-ASM inh: -2%; PKM2 activator: 6%; Eya2 inh: -4%; MBNL1 CUG block: -22%; USP2a inh: 0%; Menin MLL FP TR: 2%; TSHR antag: -9; Mito fusion yeast: -5%; hERG WT inh: -8; GALK inhibitor: -1%; Chronic BCR inh: 7%

How did COc1ccccc1C(=O)N1CCNC(=O)C1CC(=O)Nc1cccc(C)c1 (stereo unspecified) do in these assays?
S-ASM inh: 4%; PKM2 activator: -4%; Eya2 inh: 3%; MBNL1 CUG block: -7%; USP2a inh: -1%; TSHR antag: 2; Mito fusion yeast: 1%; hERG WT inh: -10; GALK inhibitor: -1%; Chronic BCR inh: 2%

Screens from PubChem.
